Screens: PubChem, several laboratories
PolyA inh: inhibitors of polyadenylation in S. cerevisiae | S. cerevisiae SKY197-pL101 polyadenylation reporter, beta-gal luminescence; efflux-impaired pdr1/pdr3 knockout yeast; score 100 = 6 SD above DMSO | calls only at 12 µM | 0.02% of 300,000 active | AID 1875;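 active = lowest replicate activity score at least 50, where 100 means six control SD above control mean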;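 also: yeast exposed to compound for 9 h at 30 °C; higher score means more reporter readthrough which indicates perturbed polyadenylation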
GSK3 alpha inh: inhibitors of human GSK-3 alpha kinase. P49840. 0.1% of 320,000 active. ADP-Glo luminescence, 60 min. inhibition, % at 10 µM;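 in the data active = inhibition above about 50%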;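 also: GST-tagged GSK-3 alpha with peptide substrate and 25 µM ATP; 0% = DMSO neutral wells and 100% = GW8510 positive control wells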
Target sequence (P49840 whole entry, looked up): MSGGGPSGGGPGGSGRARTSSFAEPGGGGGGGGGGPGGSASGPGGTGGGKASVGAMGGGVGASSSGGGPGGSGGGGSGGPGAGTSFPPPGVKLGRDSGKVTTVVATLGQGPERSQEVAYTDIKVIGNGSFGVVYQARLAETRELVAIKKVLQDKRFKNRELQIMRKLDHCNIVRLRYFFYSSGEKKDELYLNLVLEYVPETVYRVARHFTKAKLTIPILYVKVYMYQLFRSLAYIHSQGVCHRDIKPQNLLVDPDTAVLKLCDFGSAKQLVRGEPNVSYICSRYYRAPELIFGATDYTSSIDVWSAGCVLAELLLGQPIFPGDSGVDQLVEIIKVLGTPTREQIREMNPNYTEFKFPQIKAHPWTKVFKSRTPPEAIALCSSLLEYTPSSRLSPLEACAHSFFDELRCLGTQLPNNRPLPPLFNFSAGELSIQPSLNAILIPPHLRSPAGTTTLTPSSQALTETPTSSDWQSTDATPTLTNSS
aSyn 5UTR inh: 5' untranslated region of α-synuclein, MLPCN primary screen | alpha-synuclein 5'UTR reporter, inhibitor activity | inhibition, % (tested at 7.5 µM) | 0.82% of 300,000 active | AID 1813; in the data active = inhibition above about 60%;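 also: H4 neuroglioblastoma cells stably carrying SNCA 5'UTR luciferase fusion; 0% = DMSO wells and 100% = positive control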
AI-2 QS mod: modulates the Vibrio harveyi AI-2 quorum sensing system; Vibrio harveyi JMH597 AI-2 luminescence/OD600 ratio, 9 h; active compounds read low; strain lacks LuxN and CqsS sensors; 0 = neutral-control median; activity change, % at 7.5 µM; 0.4% of 300,000 active; AID 2094; in the data active = activity change below about -75%, passing the limit was not always enough;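 also: luminescence divided by OD600 gain over 9 h not by final OD600 alone; inactives centre near 13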
KLF5 inhibitor: inhibitors of KLF5 expression | DLD-1 KLF5 promoter-luciferase reporter, luminescence | inhibition, % at 5 µM | 0.23% of 290,000 active | AID 1700;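 active = inhibition above a per-plate limit of that plate's mean compound inhibition plus 3 SD, cut at about 60% in these data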;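 also: 0% = DMSO wells and 100% = LY294002 at 200 µM; higher means less KLF5 promoter-driven luciferase light; inactives centre near -14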
IEC-6 tox: counter-screen for KLF5 inhibitors: cytotoxicity in IEC-6 cells | IEC-6 cytotoxicity, luminescence viability | inhibition, % at 5 µM | 0.78% of 290,000 active | AID 1825; in the data active = inhibition above about 22%;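 also: 0% = plate median of test compound wells and 100% = cytotoxic reference compound wells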
GSK3B inh: inhibitors of human GSK3beta kinase | P49841 | GST-GSK3beta kinase, ADP-Glo luminescence, 60 min; active compounds read low | activity score (negative = inhibition), % at 10 µM | 0.038% of 300,000 active | AID 2097;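 active = more than half of replicate wells score below -50%, meaning over 50% inhibition versus plate controls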;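 also: 0% = median DMSO wells and -100% = median GW8510 positive control wells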
Target sequence (P49841 whole entry, looked up): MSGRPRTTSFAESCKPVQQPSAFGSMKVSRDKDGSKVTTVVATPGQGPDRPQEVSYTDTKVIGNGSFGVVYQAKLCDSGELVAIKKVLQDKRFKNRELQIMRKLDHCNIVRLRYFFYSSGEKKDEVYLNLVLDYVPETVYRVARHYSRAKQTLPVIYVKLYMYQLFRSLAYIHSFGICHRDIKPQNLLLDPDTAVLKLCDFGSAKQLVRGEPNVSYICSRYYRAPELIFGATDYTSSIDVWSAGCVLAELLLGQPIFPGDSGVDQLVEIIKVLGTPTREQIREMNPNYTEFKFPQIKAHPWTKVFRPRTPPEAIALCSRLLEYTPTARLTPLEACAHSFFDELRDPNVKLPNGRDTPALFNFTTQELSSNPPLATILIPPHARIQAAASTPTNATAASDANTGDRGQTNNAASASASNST
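Test system: GST-fused GSK3beta enzyme, cell-free | Quantity: 1.6 ng GST-GSK3beta enzyme per well | Reagent: 25 µM ATP with peptide substrate | Schedule: 60 min enzyme reaction, room temperature | Signal: Luminescent ADP-Glo measurement of ADP formed | Read-out basis: Score relative to plate controls | Control set: DMSO and 20 µM GW8510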
HSF1 inh: HSF1 inhibition. activity change, negative = inhibition, % at 7.5 µM (by protocol). 0.77% of 300,000 active. NIH3T3-HGL HSE-luciferase, MG132-induced, luminescence 8 h; active compounds read low;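 active = more than half of replicate wells show activity change below -50%, luminescence cut by over half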;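 also: luciferase reports HSF-1 transcriptional activity via heat shock element; 0% = median of DMSO wells and -100% = zero luminescence signal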
HSF1 activator: increases HSF-1 driven luciferase reporter signal. activation, % at 9 µM. 1.7% of 300,000 active. AID 504408. NIH3T3-HGL HSF-1 luciferase reporter, MG132, 8 h; 100% = twice DMSO control signal;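 active = mean replicate activation of at least 50% with a set share of replicates each reaching 50%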;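 also: 0% = median of the neutral control wells and 100% = twice that signal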
HSP90 inh: blocks HSP90-mediated luciferase refolding in reticulocyte lysate | Rabbit reticulocyte lysate, luciferase refolding luminescence, 3 h | inhibition, % at 5.6 µM | 0.91% of 290,000 active | AID 1789;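 active = inhibition above the screen-wide mean plus 3 SD, computed separately per campaign, cut at about 16% in these data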;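 also: 0% = DMSO wells and 100% = 60 µM geldanamycin wells; inhibitors lower the luminescence because luciferase stays unfolded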
* hit, by the source's call.

How did Cc1ccc(NC(=O)CSc2nnc(-c3cccs3)o2)cc1S(=O)(=O)N(C)C do in these assays?
PolyA inh: inactive; GSK3 alpha inh: 9; aSyn 5UTR inh: -164; AI-2 QS mod: 4; KLF5 inhibitor: -80; IEC-6 tox: -6; GSK3B inh: -8; HSF1 inh: 12; HSF1 activator: -2; HSP90 inh: -3

How did COc1ccc(N2CCN(C3CCCN(Cc4ccc(F)c(F)c4)C3)CC2)cc1 (stereo unspecified) do in these assays?
PolyA inh: inactive; GSK3 alpha inh: 2; aSyn 5UTR inh: 2; AI-2 QS mod: 19; KLF5 inhibitor: -13; IEC-6 tox: 7; GSK3B inh: -3; HSF1 inh: 2; HSF1 activator: 10; HSP90 inh: 1

Results for O=C(CCN1C(=O)c2ccc([N+](=O)[O-])cc2C1=O)Nc1ccccc1C(=O)O ?
PolyA inh: inactive; GSK3 alpha inh: -3; aSyn 5UTR inh: 11; AI-2 QS mod: 8; KLF5 inhibitor: -45; IEC-6 tox: -3; GSK3B inh: 0; HSF1 inh: 1; HSF1 activator: -9; HSP90 inh: 6

How did O=C(Nc1ccnn1C1CCN(C2CCC2)CC1)c1cccc(F)c1 do in these assays?
PolyA inh: inactive; GSK3 alpha inh: 1; aSyn 5UTR inh: 0; AI-2 QS mod: 7; KLF5 inhibitor: -23; IEC-6 tox: -3; GSK3B inh: 2; HSF1 inh: -2; HSF1 activator: 13; HSP90 inh: -2

What do the screens show for `O=C(Cc1ccc([N+](=O)[O-])cc1)NC(C(=O)O)C(O)c1cccc([N+](=O)[O-])c1` (stereo unspecified)?
PolyA inh: inactive; GSK3 alpha inh: 2; aSyn 5UTR inh: 3; AI-2 QS mod: 21; KLF5 inhibitor: -38; IEC-6 tox: -3; GSK3B inh: 5; HSF1 inh: 6; HSF1 activator: 14; HSP90 inh: 0

Results for Cc1ccc(C(=O)N2CCN(c3cccc(Cl)c3)CC2)cc1C ?
PolyA inh: inactive; GSK3 alpha inh: 1; aSyn 5UTR inh: -10; AI-2 QS mod: 8; KLF5 inhibitor: 21; IEC-6 tox: -8; GSK3B inh: 0; HSF1 inh: 8; HSF1 activator: 15; HSP90 inh: 1

What do the screens show for `Cc1csc2nc(O)c(C(=O)NCC3CCCO3)c(=O)n12` (stereo unspecified)?
PolyA inh: inactive; GSK3 alpha inh: -1; aSyn 5UTR inh: 14; AI-2 QS mod: 15; GSK3B inh: 7; HSF1 inh: -6; HSF1 activator: -10

Results for COc1ccc(C(=O)Nc2nnc(-c3ccccc3)s2)cc1 ?
PolyA inh: inactive; GSK3 alpha inh: -3; aSyn 5UTR inh: -189; AI-2 QS mod: 7; KLF5 inhibitor: -168; IEC-6 tox: 0; GSK3B inh: 0; HSF1 inh: 23; HSF1 activator: 6; HSP90 inh: -1

How did Cc1ccc(NC(=O)CSc2nc3ccccc3c3nc(CCc4c(C)n[nH]c4C)nn23)cc1F do in these assays?
PolyA inh: inactive; GSK3 alpha inh: -2; aSyn 5UTR inh: 21; AI-2 QS mod: 32; KLF5 inhibitor: -48; IEC-6 tox: 0; GSK3B inh: -7; HSF1 inh: -6; HSF1 activator: -12; HSP90 inh: 5

What do the screens show for `COc1ccccc1NC(=O)CC1C(=O)Nc2ccccc2N1C(=O)c1ccccc1` (stereo unspecified)?
PolyA inh: inactive; GSK3 alpha inh: -3; aSyn 5UTR inh: -2; AI-2 QS mod: 8; KLF5 inhibitor: -21; IEC-6 tox: -5; GSK3B inh: 2; HSF1 inh: -2; HSF1 activator: -13; HSP90 inh: -1

Results for CCOc1ccccc1NC(=O)c1cc(C(=O)Nc2ccccc2OCC)cc(N2C(=O)CCC2=O)c1 ?
PolyA inh: inactive; aSyn 5UTR inh: 1; AI-2 QS mod: 37; KLF5 inhibitor: -20; IEC-6 tox: -2; GSK3B inh: -3; HSF1 inh: -2; HSF1 activator: 6; HSP90 inh: 0

How did O=C(O)CCN(Cc1ccccc1)S(=O)(=O)c1ccc(Cl)cc1F do in these assays?
PolyA inh: inactive; GSK3 alpha inh: 0; aSyn 5UTR inh: 10; AI-2 QS mod: -7; KLF5 inhibitor: -7; IEC-6 tox: 6; GSK3B inh: 5; HSF1 inh: -1; HSF1 activator: -15; HSP90 inh: 0

Results for COc1ccc(NC(=O)COC(=O)CC23CC4CC(CC(C4)C2)C3)c([N+](=O)[O-])c1 ?
PolyA inh: inactive; GSK3 alpha inh: -1; aSyn 5UTR inh: 17; AI-2 QS mod: 26; KLF5 inhibitor: -8; IEC-6 tox: 0; GSK3B inh: 2; HSF1 inh: 6; HSF1 activator: -2; HSP90 inh: -4

How did CCOc1ccccc1CNS(=O)(=O)c1ccc2c(c1)C(C)(C)C(=O)N2C do in these assays?
PolyA inh: inactive; GSK3 alpha inh: -1; aSyn 5UTR inh: 18; AI-2 QS mod: 17; KLF5 inhibitor: -35; IEC-6 tox: 2; GSK3B inh: -1; HSF1 inh: 0; HSF1 activator: -5; HSP90 inh: -5

What do the screens show for `Clc1ncccc1OCc1ccccc1`?
PolyA inh: inactive; GSK3 alpha inh: 0; aSyn 5UTR inh: -61; AI-2 QS mod: 1; GSK3B inh: 1; HSF1 inh: 15; HSF1 activator: 7

Sorted by molecular weight (largest number first): some entries from above
Results for CCOc1ccccc1NC(=O)c1cc(C(=O)Nc2ccccc2OCC)cc(N2C(=O)CCC2=O)c1 ?
PolyA inh: inactive; aSyn 5UTR inh: 1; AI-2 QS mod: 37; KLF5 inhibitor: -20; IEC-6 tox: -2; GSK3B inh: -3; HSF1 inh: -2; HSF1 activator: 6; HSP90 inh: 0

How did CCOc1ccccc1CNS(=O)(=O)c1ccc2c(c1)C(C)(C)C(=O)N2C do in these assays?
PolyA inh: inactive; GSK3 alpha inh: -1; aSyn 5UTR inh: 18; AI-2 QS mod: 17; KLF5 inhibitor: -35; IEC-6 tox: 2; GSK3B inh: -1; HSF1 inh: 0; HSF1 activator: -5; HSP90 inh: -5

What do the screens show for `Clc1ncccc1OCc1ccccc1`?
PolyA inh: inactive; GSK3 alpha inh: 0; aSyn 5UTR inh: -61; AI-2 QS mod: 1; GSK3B inh: 1; HSF1 inh: 15; HSF1 activator: 7

More entries
How did Cc1ccc(S(=O)(=O)Cn2nnnc2C(C(C)C)N2CCSCC2)cc1 (stereo unspecified) do in these assays?
PolyA inh: inactive; GSK3 alpha inh: -2; aSyn 5UTR inh: 13; AI-2 QS mod: 22; KLF5 inhibitor: 21; IEC-6 tox: -2; GSK3B inh: 2; HSF1 inh: 1; HSF1 activator: 6; HSP90 inh: 3

Results for O=C(OC(C(=O)NC1CCCCC1)c1ccccc1)c1ccco1 (stereo unspecified) ?
PolyA inh: inactive; GSK3 alpha inh: 2; aSyn 5UTR inh: -17; AI-2 QS mod: 25; KLF5 inhibitor: -24; IEC-6 tox: -4; GSK3B inh: 4; HSF1 inh: 0; HSF1 activator: 0; HSP90 inh: -1

How did Cc1nc(NCC(c2ccccc2)N(C)C)c2c(C)c(C)sc2n1 (stereo unspecified) do in these assays?
PolyA inh: inactive; GSK3 alpha inh: 2; aSyn 5UTR inh: -4; KLF5 inhibitor: -3; IEC-6 tox: -2; HSF1 inh: 2; HSF1 activator: 19; HSP90 inh: 3

Results for COc1ccc(CN=Nc2cc(C)nc(NS(=O)(=O)c3ccccc3Cl)n2)cc1 ?
PolyA inh: inactive; GSK3 alpha inh: -3; aSyn 5UTR inh: 29; AI-2 QS mod: 28; KLF5 inhibitor: 7; IEC-6 tox: 3; GSK3B inh: -4; HSF1 inh: 1; HSF1 activator: -6; HSP90 inh: -1

How did COc1ccc(Cl)cc1C(=O)Nc1nnn(C)n1 do in these assays?
PolyA inh: inactive; GSK3 alpha inh: 0; aSyn 5UTR inh: 22; AI-2 QS mod: 12; KLF5 inhibitor: -20; IEC-6 tox: 0; GSK3B inh: -6; HSF1 inh: -5; HSF1 activator: -3; HSP90 inh: -4

What do the screens show for `O=C(O)c1cc(N/N=C/c2cccc3ccccc23)ccc1Cl`?
PolyA inh: inactive; GSK3 alpha inh: -6; aSyn 5UTR inh: -131; AI-2 QS mod: 33; KLF5 inhibitor: -92; IEC-6 tox: 3; GSK3B inh: 1; HSF1 inh: -11; HSF1 activator: 3; HSP90 inh: 11

How did NC(=O)c1cc(NC(=O)CCCc2nc3ccccc3s2)cc(C(N)=O)c1 do in these assays?
PolyA inh: inactive; GSK3 alpha inh: 6; aSyn 5UTR inh: -12; AI-2 QS mod: 13; KLF5 inhibitor: -26; IEC-6 tox: -1; GSK3B inh: -4; HSF1 inh: -1; HSF1 activator: 0; HSP90 inh: 6

How did COc1ccc(C2C(C(=O)Nc3ccccc3)=C(C)Nc3nc(CCCO)nn32)cc1 (stereo unspecified) do in these assays?
PolyA inh: inactive; GSK3 alpha inh: 0; aSyn 5UTR inh: 7; AI-2 QS mod: 47; KLF5 inhibitor: -19; IEC-6 tox: 2; GSK3B inh: -3; HSF1 inh: -10; HSF1 activator: 10; HSP90 inh: 1

Results for Nc1ccccc1NC(=O)c1ccccc1N ?
PolyA inh: inactive; GSK3 alpha inh: -3; aSyn 5UTR inh: -139; AI-2 QS mod: 13; KLF5 inhibitor: -51; IEC-6 tox: 0; GSK3B inh: 3; HSF1 inh: 5; HSF1 activator: 16; HSP90 inh: -1

How did Cc1oc(-c2ccccc2F)nc1CS(=O)(=O)CC(=O)NCc1ccco1 do in these assays?
PolyA inh: inactive; GSK3 alpha inh: -1; aSyn 5UTR inh: 16; AI-2 QS mod: 9; KLF5 inhibitor: 12; IEC-6 tox: 6; GSK3B inh: 0; HSF1 inh: 8; HSF1 activator: 17; HSP90 inh: 1

How did CCS(=O)(=O)N1CCC(C(=O)NCCN2CCN(Cc3ccccc3)CC2)CC1 do in these assays?
PolyA inh: inactive; GSK3 alpha inh: -1; aSyn 5UTR inh: -6; AI-2 QS mod: 22; KLF5 inhibitor: -16; IEC-6 tox: 0; GSK3B inh: 3; HSF1 inh: -7; HSF1 activator: -8; HSP90 inh: 3

How did CC(=O)c1cn(N2CCCCC2)c(=O)[nH]c1=O do in these assays?
PolyA inh: inactive; GSK3 alpha inh: 1; aSyn 5UTR inh: -2; AI-2 QS mod: 6; KLF5 inhibitor: -21; IEC-6 tox: 3; GSK3B inh: 3; HSF1 inh: -3; HSF1 activator: -2; HSP90 inh: -1

What do the screens show for `CCOP(=O)(OCC)C(Nc1ccc(OC)cc1)c1ccco1` (stereo unspecified)?
PolyA inh: inactive; GSK3 alpha inh: 0; aSyn 5UTR inh: 1; AI-2 QS mod: 6; KLF5 inhibitor: 13; IEC-6 tox: -4; GSK3B inh: 3; HSF1 inh: -17; HSF1 activator: -14; HSP90 inh: 1

Some of the compounds tested. The share of hits here may be higher or lower than overall.
